TDP1 block = qHTS Assay for Inhibitors of Tyrosyl-DNA Phosphodiesterase (TDP1); Tyrosyl-DNA phosphodiesterase 1 (Homo sapiens), Q9NUW8; Potency, µM (doses to about 130 µM), without a hit: at the top dose activity change, negative = inhibition, most hits filed as inhibitors; 350,000 compounds, 0.28% hits; recombinant TDP1, AlphaScreen DNA substrate cleavage; further: nearly all actives have a fitted effect of over 40% in size
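Enzyme-compound mixtures sat 15 min at room temperature, followed by a 5 min reaction with 15 nM final substrate and 10 min with AlphaScreen beads. Recombinant human Tdp1 was used at 1 nM final.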
DT40 TDP1 no CPT = qHTS for Inhibitors of human tyrosyl-DNA phosphodiesterase 1 (TDP1): qHTS in cells in absence of CPT. Potency, µM (series often up to 46.2 µM), inactives show at the highest dose activity change, negative = growth inhibition, most hits filed as inhibitors. DT40 Tdp1-/- hTDP1 cells, no CPT, ATP luminescence, 48 h. 420,000 compounds, 15% hits; further: nearly all actives have a fitted effect of over 55% in size
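Readout: luminescence from CellTiter-Glo after 30 min in the dark at RT. Cells: DT40 Tdp1-/- with stable hTDP1, 400/well. Exposure: compounds alone, ≥48 hr, 37 °C.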
GCN5L2 inh = qHTS Assay for Inhibitors of GCN5L2. 390,000 compounds, 0.21% hits. GCN5L2 HAT assay, ThioGlo1 CoA-SH fluorescence. AID 504327, 2011. Potency, µM (doses to about 58.9 µM), inactives show top-dose activity change, negative = inhibition, usual class: inhibitors
Target sequence (Q92830 whole entry, looked up): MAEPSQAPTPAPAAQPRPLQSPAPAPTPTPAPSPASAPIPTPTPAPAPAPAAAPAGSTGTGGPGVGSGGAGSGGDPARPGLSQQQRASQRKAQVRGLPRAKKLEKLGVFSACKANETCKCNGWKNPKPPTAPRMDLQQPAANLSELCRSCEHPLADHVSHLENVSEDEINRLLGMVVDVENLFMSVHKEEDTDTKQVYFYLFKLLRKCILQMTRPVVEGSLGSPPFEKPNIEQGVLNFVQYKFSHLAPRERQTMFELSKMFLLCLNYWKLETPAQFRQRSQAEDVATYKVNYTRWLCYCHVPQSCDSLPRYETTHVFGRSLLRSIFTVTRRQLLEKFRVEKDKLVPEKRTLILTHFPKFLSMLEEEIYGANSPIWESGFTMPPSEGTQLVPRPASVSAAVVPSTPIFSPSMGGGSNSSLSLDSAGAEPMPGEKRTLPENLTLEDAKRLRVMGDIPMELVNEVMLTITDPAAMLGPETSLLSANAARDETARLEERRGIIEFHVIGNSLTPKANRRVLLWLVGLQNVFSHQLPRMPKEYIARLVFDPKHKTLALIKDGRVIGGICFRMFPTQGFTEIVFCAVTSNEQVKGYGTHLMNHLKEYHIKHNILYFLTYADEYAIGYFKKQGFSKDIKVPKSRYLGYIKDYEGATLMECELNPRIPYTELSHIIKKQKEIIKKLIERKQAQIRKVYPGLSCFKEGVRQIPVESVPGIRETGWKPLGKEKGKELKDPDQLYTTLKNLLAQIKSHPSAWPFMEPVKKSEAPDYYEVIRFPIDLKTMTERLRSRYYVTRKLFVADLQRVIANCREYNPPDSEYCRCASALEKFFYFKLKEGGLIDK
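Compounds, pin-transferred from DMSO stocks, meet 20nM GCN5L2 for 15 min before the reaction begins with H3(1-25) peptide (75uM) and acetyl-CoA (70uM). Thiol-reactive ThioGlo1 reports CoA release over 20 min at room temperature.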
Numbers without * were called inactive; ? = inconclusive; / = no result given; [ ] = dose if it differs, or a comment. The call rests on the fitted dose curve; in most records, active means well fitted curve in the direction sought with a large enough effect; inconclusive means small, poorly fitted or top-dose-only effect, or another doubt; inactive means no such curve, though single readings can be large; an effect the other way counts as inactive or inconclusive. On the % scale 0 is the no-effect control and ±100 the full control effect; potency means the concentration at half of the fitted maximal effect.

SMILES | TDP1 block | DT40 TDP1 no CPT | GCN5L2 inh
Cc1ccc(C)c2[nH]c(=O)c(C(c3nnnn3Cc3ccco3)N3CCc4ccccc4C3)cc12 (stereo unspecified) | 1% | ? | -2%
Cc1sc(NC(=O)Cc2ccc3c(c2)OCO3)nc1-c1ccc2c(c1)CCN2C(=O)c1cccc(F)c1 | 3% | 9.2µM* | 2%
O/N=C/c1cc(Br)cs1 | 0% | -7% | 2%
COc1ccccc1OCc1ccc(C(=O)N2CCCCC2)o1 | / | 0% | -5%
COCCCNC(=O)C1CCN(c2cc(C)nc3c(-c4ccc(Cl)cc4)c(C)nn23)CC1 | -1% | -20% | 1%
CCc1ccc(C2=NN(CCC(=O)NCC3CCCO3)C(=O)CC2)cc1 (stereo unspecified) | -8% | 23% | -24%
COc1ccc(-c2cc(C(F)(F)F)nc(SCCC(=O)Nc3ccc(NC(C)=O)cc3)n2)cc1 | -3% | / | 3%
COc1cccc(CN2C(=O)CCC2(C)C(=O)NCCc2ccc(OC)c(OC)c2)c1 (stereo unspecified) | / | 3% | -1%
COc1ccc(N2C(=NC(=O)c3ccccc3)SC3CS(=O)(=O)CC32)cc1 (stereo unspecified) | 1% | -15% | 0%
CC(Sc1nncn1C)C(=O)Nc1nnc(-c2ccccc2)s1 (stereo unspecified) | 2% | 0% | 4%
CC(C)NC(=O)c1ccccc1NC(=O)/C=C/c1ccc([N+](=O)[O-])cc1 | 1% | 0% | 0%
c1ccc2c(c1)CCc1c-2nc2ccccc2c1N1CCOCC1 | -3% | ? | -4%
COc1ccc2c(Sc3ccccc3)c(C(=O)NCc3ccc(OC(C)C)cc3)[nH]c2c1 | 11% | ? | -20%
Nn1c(-c2ccccn2)nnc1-c1ccccn1 | 6% | 3% | -4%
CCCCC1=CC2=CC(=O)C(C)(OC(=O)CC)C(=O)C2=CN1CCOC (stereo unspecified) | 5%[21 µM] | 2% | 3%
CCOC(=O)C1=C(C)NC(C)=C(C(=O)OCC)C1c1ccc(C)o1 | 3% | ? | 3%
Cc1cccc2cc(CN(Cc3ccco3)C(=O)c3ccncc3)c(=O)[nH]c12 | 11% | ? | -1%
Cc1ccc(Oc2ccc(S(=O)(=O)Nc3ccc(C(=O)O)cc3)cc2)cc1 | 3% | 24% | 3%
O=C1CSC(=Nc2ccc(Cl)cc2)N1Cc1cccnc1 | 4% | ? | 3%
O=C(/C=C/c1ccco1)Nc1ccc(N2CCCC2)cc1 | 3% | -10% | -1%
COc1ccc2oc(=O)c(C(=O)N3CCN(c4cc(Cl)ccc4Cl)CC3)cc2c1 | 6% | / | -10%
CCOCCn1c(CN2CCCCC2)nc2c1c(=O)n(C)c(=O)n2C | / | -3% | -4%
Cc1cc(C)c2cc(CN(Cc3nnnn3Cc3ccc(F)cc3)C3CCCC3)c(=O)[nH]c2c1 | 5% | ? | -18%
Cc1ccc(C(=O)CC(=O)COc2ccc(Cl)cc2)cc1 | -5% | 15µM* | -5%
COc1cc2c3c(c1)C1(C(=O)N3C(C)(C)C=C2C)C(C#N)=C(N)Oc2cc(O)ccc21 (stereo unspecified) | 9% | -6% | /
CC(C)Nc1ncnc2c1cnn2Cc1ccccc1Cl | / | ? | -2%
CCN(CC(=O)Nc1ccc(NC(C)=O)cc1)C(=O)c1cccnc1Sc1ccc(C)c(C)c1 | -2% | ? | 2%
COc1cc2oc(=O)ccc2cc1[C@@H](O)[C@@H]1OC(C)(C)OC1(C)C | 0% | -5% | -22%
COC(=O)c1cc2oc3ccccc3c2n1CC(=O)N1CCCc2ccccc21 | 0% | ? | -1%
CCOC(=O)C(C)n1nc(-c2ccccc2)c2ccccc2c1=O (stereo unspecified) | -4% | 15µM* | 1%
Nc1c2c(nc3c1CCCC3)CCCC2 (tested in a mixture with another compound) | 2% | -12% | -1%
O=C(Nc1ccc([N+](=O)[O-])cc1)OCCc1ccccn1 | / | -9% | -21%
C/C(=N\NC(=O)c1c(C)nc2ccccn12)c1ccc(O)cc1O | 3% | 3.7µM* | -5%
CCc1ccc(-c2cc(C)no2)cc1S(=O)(=O)NCc1ccccc1OC | / | -30% | -24%
Cc1ccc(-c2cc(C(=O)O)n(Cc3ccccc3)n2)cc1 | 7% | -11% | -5%
CC(C)C(OC(=O)c1cccs1)C(=O)NCc1ccco1 (stereo unspecified) | 7% | ? | 4%
CC(=O)Nc1ccc(N(C)S(C)(=O)=O)cc1 | 2% | 4% | -10%
Cc1cccc(-c2ocnc2C(=O)N2CCN(C(=O)c3cccs3)CC2)c1 | / | ? | -2%
Cc1ccc(CNC(=O)c2ccc3c(c2)NC(=O)CS3)cc1 | 1% | -20% | -5%
CCC(=NCCN1CCNCC1)C1=C(O)CC(C)(C)CC1=O | 7% | -20% | -8%
COc1ccc2c(c1)c1nc3ccccc3nc1n2CCn1c(=O)oc2ccccc21 | 1% | ? | 3%
COc1ccccc1/C=C/C=N/NC(=O)CCn1nnc2ccccc21 | 4% | ? | -2%
Cc1n[nH]c(=O)c2c(NC(=O)CSc3nnnn3-c3ccccc3)oc(C)c12 | 0% | -3% | -4%
COCCn1c(C)cc(O)c(C(c2ccc(F)cc2)N2CCN(c3ccccc3)CC2)c1=O (stereo unspecified) | 3% | 4% | -2%
O=C1NC(c2cccs2)Nc2ccccc21 (stereo unspecified) | -1% | 8.2µM* | -7%
Cc1nn(C)cc1C(N)=O | -3% | -4% | 0%
Cc1ccc(C(=O)NCCNC(=O)c2cccnc2)cc1 | / | 4% | -1%
CCC(C)(O)c1[nH]c2ccc(C(F)(F)F)cc2c1C (stereo unspecified) | / | ? | ?
O=C(Nc1nnc(-c2ccncc2)s1)C1CCCO1 (stereo unspecified) | -6% | -14% | -28%
COc1ccccc1OCC(=O)N/N=C1/SCC(=O)N1Cc1ccccc1 | 1% | -12% | -22%
CCOc1ccc(OCCSc2nc3ccccc3n2CC(=O)O)cc1 | 3% | -18% | 0%
Cc1ccc(S(=O)(=O)N2CCOCC2)cc1NC(=O)C1CC(=O)N(c2ccc3c(c2)OCCO3)C1 (stereo unspecified) | 0% | ? | -1%
COc1ccc(NS(=O)(=O)c2ccc(OCC(=O)N3CCOCC3)cc2)cc1 | -1% | ? | -25%
Cc1ccc(C2=NN(C(=O)CCC(=O)O)C(c3cccs3)C2)cc1 (stereo unspecified) | 1% | 24% | -5%
Nc1nc(N)nc(-c2ccccc2O)n1 | 9% | -14% | -7%
CCc1ccccc1NC(=O)C1CCCN1C(=O)Nc1ccc(C)cc1 (stereo unspecified) | / | -13% | -4%
COc1ccc(C(=O)Nc2c(-c3cccs3)c(=O)c3ccccc3n2C)cc1 | -8% | 21µM* | -12%
O=C(NCCc1ccc(F)cc1)Nc1ccc2c(c1)OCO2 | 4% | ? | -10%
COc1cccc(OC)c1C(=O)NC(=S)NNC(=O)[C@H]1C[C@@H]1c1ccccc1 | 9% | -3% | -4%
CCOc1ccccc1NC(=O)C1CCCN(C(=O)NCc2ccccc2)C1 (stereo unspecified) | 3% | 0% | -4%

Later entries.
SMILES | TDP1 block | DT40 TDP1 no CPT | GCN5L2 inh
O=C(Nc1ccccc1O)c1cc(S(=O)(=O)N2CCOCC2)ccc1Cl | 6% | ? | 2%
Cc1ccc(C(=O)OCC(=O)NCCC2=CCCCC2)cc1N | 7% | 2% | 0%
Cc1ccc2c(c1)C(c1ccccc1)N(C(=O)COc1ccc(Cl)cc1Cl)CC(=O)N2 (stereo unspecified) | 3% | 21µM* | -16%
Cc1cccc(C)c1NC(=O)CNC(=O)C1CCCC1 | -1% | -3% | 0%
Cc1cccc(NC(=S)NC2CC3CCCC(C2)N3CC(C)C)c1 (stereo unspecified) | -2% | ? | 1%
Cc1ccc(S(=O)(=O)N2CCCCC2)cc1NC(=O)COC(=O)Cc1cccc(C(F)(F)F)c1 | -5% | ? | -8%
CN(NC(=O)c1c(Cl)cccc1Cl)c1cccc(Cl)n1 | 6% | -14% | -14%
Cc1ccc(-c2csc3ncnc(SCC(=O)c4ccc5c(c4)OCCO5)c23)cc1 | 5% | ? | 5%
Cc1cccc(N(Cc2ccccc2F)S(C)(=O)=O)c1 | 3% | -25% | -1%
CCOC(=O)N1CCN(C(=O)c2ccc3c(=O)n(-c4ccc(F)cc4)c(=S)[nH]c3c2)CC1 | 0% | -17% | 0%
O=c1[nH]c(CN2CCOCC2)nc2cc(Cl)ccc12 | 7% | -18% | -10%
CC(C)c1cc(C(=O)N/N=C/c2ccoc2)cs1 | 1% | 12% | ?
Cn1nnnc1SCc1csc(C2C(C#N)=C(N)OC3=C2C(=O)CCC3)c1 (stereo unspecified) | -3% | -10% | -4%
CC(C)N(C(=O)[C@H]1C[C@H](CC(=O)NCCc2ccccn2)C(=O)N2CCc3c([nH]c4cc(-c5ccco5)ccc34)[C@]12C)C(C)C | 6%[56.1 µM] | ? | -3%
O=C(O)c1cccc(NC(=S)NC(=O)c2ccncc2)c1 | ? | -26% | -1%
Cc1cccc2c3nc4ccccc4nc3n(CCCN3C(=O)c4ccccc4C3=O)c12 | 0% | -18% | -1%
COC(=O)CSc1nnc(CNC(=O)c2ccc(OC)c(OC)c2)n1C | 1% | 2% | -5%
N=c1n(CCCOc2ccc(Br)cc2)c2ccccc2n1CC(N)=O | 1% | 16µM* | -11%
O=c1c2c(-c3ccccc3)csc2nc2c3ccccc3c(NCCN3CCOCC3)nn12 | 7% | 5.2µM* | -11%
COc1cccc(CNC(=O)CC2Sc3ccccc3NC2=O)c1 (stereo unspecified) | 8% | -1% | 1%
CN1CCC(N(C)S(=O)(=O)c2ccc(F)cc2F)CC1 | 2% | -9% | -19%
Cc1noc(COc2ccccc2OCC(O)CNC(C)(C)C)n1 (stereo unspecified) | -9% | -17% | 2%
O=C1CC(N2CCOCC2)=NN1c1ccc([N+](=O)[O-])cc1 | / | 26µM* | -7%
Cc1ccc(S(=O)(=O)NCC(=O)OCC(=O)NC2CCCCC2)cc1 | 0% | -17% | 0%

This is a subset. The share of hits here may be higher or lower than overall.
